# HSF1 inhib: HSF1 inhibition; AID 2098; NIH3T3-HGL HSE-luciferase, MG132-induced, luminescence 8 h; active compounds read low; activity change, negative = inhibition, % at 7.5 µM (by protocol); 300,000 compounds, 0.77% hits;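 active = more than half of replicate wells show activity change below -50%, luminescence cut by over half; inconclusive = some wells, but at most half, below -50%; inactive = no replicate well below -50%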;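 note: luciferase reports HSF-1 transcriptional activity via heat shock element; 0% = median of DMSO wells and -100% = zero luminescence signal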
# HSP90 inh: blocks HSP90-mediated luciferase refolding in reticulocyte lysate; Rabbit reticulocyte lysate, luciferase refolding luminescence, 3 h; inhibition, % at 5.6 µM; 290,000 compounds, 0.91% hits; AID 1789;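 active = inhibition above the screen-wide mean plus 3 SD, computed separately per campaign, cut at about 16% in these data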;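 note: 0% = DMSO wells and 100% = 60 µM geldanamycin wells; inhibitors lower the luminescence because luciferase stays unfolded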
# Platelet DG rel: platelet dense granule release activity. AID 1663. 300,000 compounds, 0.22% hits. inhibition, %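 (compounds screened at 7.5 µM in platelet-rich plasma)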. human platelet-rich plasma, SFLLRN dense granule ATP release, luminescence;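 active = mean replicate score, as percent of positive control, at or above 50; inconclusive = mean below 50 but at least one replicate at or above 50; inactive = mean and every replicate below 50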
# aSyn UTR inh: 5' untranslated region of α-synuclein, MLPCN primary screen. AID 1813. inhibition, % (tested at 7.5 µM). 300,000 compounds, 0.82% hits. alpha-synuclein 5'UTR reporter, inhibitor activity; in the data active = inhibition above about 60%; inconclusive = no clear call, values can overlap the other calls;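 note: H4 neuroglioblastoma cells stably carrying SNCA 5'UTR luciferase fusion; 0% = DMSO wells and 100% = positive control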
# HSF-1 act: increases HSF-1 driven luciferase reporter signal | NIH3T3-HGL HSF-1 luciferase reporter, MG132, 8 h; 100% = twice DMSO control signal | activation, % at 9 µM | 300,000 compounds, 1.7% hits | AID 504408;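 active = mean replicate activation of at least 50% with a set share of replicates each reaching 50%; inconclusive = only one of those two conditions met; inactive = mean below 50% and too few replicates reaching it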;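 note: 0% = median of the neutral control wells and 100% = twice that signal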
# KLF5 inhibitor: inhibitors of KLF5 expression; DLD-1 KLF5 promoter-luciferase reporter, luminescence; inhibition, % at 5 µM; 290,000 compounds, 0.23% hits; AID 1700;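 active = inhibition above a per-plate limit of that plate's mean compound inhibition plus 3 SD, cut at about 60% in these data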;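 note: 0% = DMSO wells and 100% = LY294002 at 200 µM; higher means less KLF5 promoter-driven luciferase light; inactives centre near -14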
# AI-2 QS modul: Vibrio harveyi AI-2 quorum sensing modulation | 300,000 compounds, 0.4% hits | activity change, % at 7.5 µM | Vibrio harveyi JMH597 AI-2 luminescence/OD600 ratio, 9 h; active compounds read low; strain lacks LuxN and CqsS sensors; 0 = neutral-control median; in the data active = activity change below about -75%, passing the limit was not always enough; inconclusive = no clear call, values can overlap the other calls;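 note: luminescence divided by OD600 gain over 9 h not by final OD600 alone; inactives centre near 13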
# HIF activator: HIF pathway transcriptional activation; U2OS HRE-luciferase reporter, luminescence; normalized: DMSO 0%, desferrioxamine 100%; activation, % at 7.5 µM (by protocol); 300,000 compounds, 0.32% hits; AID 1910;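 active = mean activation of at least 10% of the iron chelator positive control signal, with at least half of replicates also reaching 10%; inconclusive = mean and replicate majority disagree about reaching 10%; inactive = mean and most replicates under 10%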
# HDAC3 inh: blocks human histone deacetylase 3; AID 2718; recombinant HDAC3, fluorogenic peptide/trypsin coupled, fluorescence; inhibition, % at 8.3 µM; 320,000 compounds, 0.15% hits; O15379; in the data active = inhibition above about 26%, passing the limit was not always enough; inconclusive = no clear call, values can overlap the other calls
# Target sequence (O15379 whole entry, looked up): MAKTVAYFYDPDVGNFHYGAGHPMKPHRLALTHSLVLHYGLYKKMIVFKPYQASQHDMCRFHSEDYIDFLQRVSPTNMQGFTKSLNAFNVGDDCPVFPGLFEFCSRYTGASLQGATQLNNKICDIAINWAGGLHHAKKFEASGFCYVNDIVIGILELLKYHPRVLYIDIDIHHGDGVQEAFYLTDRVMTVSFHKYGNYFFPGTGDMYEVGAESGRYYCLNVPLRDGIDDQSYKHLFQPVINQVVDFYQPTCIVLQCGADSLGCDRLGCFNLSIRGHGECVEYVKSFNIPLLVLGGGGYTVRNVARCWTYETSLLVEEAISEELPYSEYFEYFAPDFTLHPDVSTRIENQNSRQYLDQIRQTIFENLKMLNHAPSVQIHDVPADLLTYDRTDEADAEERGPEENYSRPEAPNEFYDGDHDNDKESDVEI
# IEC-6 tox: counter-screen for KLF5 inhibitors: cytotoxicity in IEC-6 cells; inhibition, % at 5 µM; 290,000 compounds, 0.78% hits; AID 1825; IEC-6 cytotoxicity, luminescence viability; in the data active = inhibition above about 22%;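 note: 0% = plate median of test compound wells and 100% = cytotoxic reference compound wells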
# The depositor's hits bear a star; ? = inconclusive; . = not tested or not shown.
no.	smiles	HSF1 inhib	HSP90 inh	Platelet DG rel	aSyn UTR inh	HSF-1 act	KLF5 inhibitor	AI-2 QS modul	HIF activator	HDAC3 inh	IEC-6 tox
1	Cc1nn(Cc2ccccc2Cl)c(C)c1NC(=O)C1C2CCC(O2)C1C(=O)O (stereo unspecified)	3.3	5.0	0.9	18.9	8.6	-2.0	9.3	0.0	.	0.9
2	COc1ccc(C2/C=C\CN(C(=O)C3CCCC3)[C@H](Cc3ccccc3)C(=O)N2Cc2ccc(F)cc2)cc1 (stereo partly specified)	3.6	.	-0.5	-6.6	.	.	13.1	-0.1	1.1	.
3	Cc1ccc(NC(=O)CCSCCC(=O)Nc2ccc(C)c(C)c2)cc1C	5.2	1.5	4.9	-9.3	-1.0	11.0	3.8	-0.4	2.1	2.7
4	CC(C)(C)Sc1ccc2nc3c(n2c1)CCCC3	-2.7	16.0	2.6	-4.9	-9.0	15.2	11.6	0.0	-13.5	10.9
5	N#CCSc1nnc(CNc2cccc(Cl)c2)o1	-1.0	1.3	9.0	-24.8	0.1	-35.5	11.2	-0.2	9.4	-1.6
6	COCCSc1ccccc1C(=O)Nc1nncs1	2.6	1.8	-4.1	0.2	-7.1	-20.6	7.9	0.2	6.6	-2.9
7	O=C(Oc1ccc([N+](=O)[O-])cc1)c1ccc(Cl)c(S(=O)(=O)N2CCCCC2)c1	-12.4	-2.9	15.8	10.0	9.1	-15.8	4.3	-0.2	-13.0	-6.8
8	COc1cccc(/C=C/C(=O)OCC(=O)NCc2ccco2)c1OC	-7.1	-1.3	0.2	-14.5	9.8	-9.3	-2.4	-0.5	-9.5	-2.4
9	Cc1ccc(CNC(=O)c2ccc(N3CCC4(CC3)CC(c3cccc(Br)c3)=NO4)c(NC(=O)c3ccccc3)c2)cc1	-3.0	.	-3.7	-6.9	-8.7	.	14.3	-0.3	-4.1	.
10	CC(C)(C)NC(=O)CN(CCN1CCOCC1)C(=O)CNS(=O)(=O)c1ccc(Cl)cc1	3.6	-4.2	0.6	-2.5	0.8	-0.6	8.7	0.4	4.9	-0.5
11	CCc1ccc(CN(C)C(=O)c2cc(S(=O)(=O)N3CCOCC3)ccc2N2CCCC2)cc1	8.3	.	3.3	2.0	5.9	.	43.1	-18.2	-0.9	.
12	COC(=O)C(CCCCN1C(=O)C2C3C=CC(C3)C2C1=O)N1C(=O)C2C3C=CC(C3)C2C1=O (stereo unspecified)	-5.0	-0.6	4.5	4.3	-13.9	-0.1	8.4	0.2	10.8	0.9
13	COCCC(=O)N1CCC(n2nccc2NC(=O)c2ccccc2C)CC1	1.8	-6.2	-4.3	-17.1	3.8	-12.3	10.6	0.1	-5.8	-4.5
14	CCOC(=O)N1CCC(NC(=O)c2ccc(CS(=O)(=O)c3c(Cl)cccc3Cl)o2)CC1	-5.8	-0.9	2.9	-11.1	-4.1	-19.2	15.6	-0.1	0.2	-0.2
15	Cc1ccc(-c2nc(C(=O)NC3CCCCCC3)no2)cc1	13.0	-1.4	2.8	-23.6	27.2	-92.3	25.6	0.7	-4.9	-4.1
16	O=C(/C=C/c1ccccc1)OCN1C(=O)c2ccccc2C1=O	5.3	4.1	8.4	15.4	17.4	3.2	-41.7	0.2	0.9	0.7
17	O=C(Nc1ccc(F)cc1F)N1CCCC(c2nc(-c3ccc(F)cc3)no2)C1 (stereo unspecified)	-1.5	3.1	4.8	-24.0	4.5	-26.8	6.4	0.6	6.5	-2.9
18	COc1ccc(CCN(C)C(=O)CCc2nnc(-c3ccccc3)o2)cc1OC	7.0	-0.3	-1.2	-86.1	23.3	-171.3	21.8	4.0	4.9	-0.2
19	O=C(/C=C/c1cccc([N+](=O)[O-])c1)NCCN1C(=O)S/C(=C\c2cccnc2)C1=O	10.3	2.9	-2.2	-43.4	10.4	1.0	7.6	-0.1	1.5	2.8
20	COc1ccc(/C(C)=N/NC(=S)NCc2ccco2)cc1	48.4	1.5	-11.6	-17.5	73.4*	-13.1	22.6	-0.7	3.8	0.5
21	CC1CCCC(C)N1CC(O)COc1ccc(Cl)cc1 (stereo unspecified)	-18.3	-0.5	1.2	-3.1	-30.9	-6.1	-19.2	-12.3	-1.6	1.1
22	Cc1cc(C)n(CCC(=O)N/N=C/c2ccc(O)cc2)n1	-3.0	0.2	-4.5	20.9	9.4	-25.1	6.6	-0.3	7.4	-1.9
23	O=C(C[n+]1cc(-c2ccccc2)n2c1CCCCC2)c1ccc(Cl)cc1	-15.5	2.0	-14.5	-5.5	-28.3	-3.3	11.1	0.2	6.3	1.4
24	CC(=O)c1cc(C#N)c(N2CCCC2)nc1C	-4.9	2.5	3.9	15.6	-5.3	-17.5	2.7	0.1	-2.2	0.4
25	Cc1nnc(SCC2=C(C(=O)O)N3C(=O)C(NC(=O)Cn4ncc(Cl)c4C)C3SC2)s1 (stereo unspecified)	-0.4	0.6	3.2	-10.4	4.1	5.5	34.5	0.5	1.8	-6.8
26	CCC1(c2ccc(F)cc2)NC(=O)N(CC(=O)Nc2ccc(S(N)(=O)=O)cc2)C1=O (stereo unspecified)	-4.1	4.5	0.2	-10.4	-0.4	-8.2	-1.8	-1.2	2.4	-6.6
27	O=S(=O)(NCC1CCCO1)c1ccc(-c2ccc(S(=O)(=O)NCC3CCCO3)cc2)cc1 (stereo unspecified)	-10.3	-0.4	8.1	-21.9	-6.5	35.4	16.9	0.9	1.2	3.1
28	O=C(Nc1ccccc1)NC1CCCCC1	9.2	2.8	-0.2	-66.4	10.8	-64.1	35.2	0.9	-2.7	-3.9
29	COc1ccc(CCNC(=O)CSc2nc3c(c(=O)n(C)c(=O)n3C)n2C(C)C)cc1OC	-2.3	0.9	-1.1	15.2	-2.4	-12.4	26.0	-0.1	-1.2	0.7
30	Clc1ccc(OCCn2ccnc2)c(Br)c1	-6.4	-0.1	-5.9	6.1	-6.6	14.2	7.3	1.7	-2.3	0.4
31	CC(C)Cc1nc2n[nH]c(N)c2c2c1CCC2	-3.3	-0.8	.	23.0	0.4	-23.9	12.8	0.4	-6.0	3.1
32	O=C(COC(=O)Cc1c(F)cccc1Cl)NC(=O)c1ccccc1	-3.6	-4.8	-1.0	-10.3	-2.0	2.3	9.9	0.6	3.0	-3.6
33	O=C(COc1nnc2ccccn12)N1CCN(S(=O)(=O)c2ccccc2)CC1	-3.9	2.8	9.3	7.6	8.6	-36.6	8.8	-0.4	-17.1	-2.7
34	COc1ccc2c(c1)S(=O)(=O)c1ccccc1N2	10.6	2.2	-6.9	-1.6	2.7	-9.6	9.0	0.1	-2.6	1.5
35	CCC(=O)NC(Cc1ccccc1)c1nc2ccccc2[nH]1 (stereo unspecified)	6.8	-5.1	6.7	0.7	1.1	-21.2	2.9	-1.3	3.1	1.7
36	CC(C)CCN1CCN(Cc2ccc3nsnc3c2)CC1CCO (stereo unspecified)	0.2	-0.3	1.0	24.9	12.5	-32.8	10.5	0.3	2.9	1.5
37	O=C(Cn1cnc2scc(-c3ccccc3)c2c1=O)NCc1ccco1	-3.3	-2.7	-3.6	-17.4	1.4	2.9	22.1	-0.1	-1.1	-12.7
38	C/C(=N\NC(=O)c1cc(-c2ccc(Cl)s2)[nH]n1)c1ccncc1	4.2	-4.1	9.9	-0.4	12.6	-23.9	14.2	0.4	3.2	4.4
39	CC(C)(C)c1ccc(S(=O)(=O)NCC(=O)Nc2ccc(-c3nc4ccccc4s3)cc2)cc1	-4.3	-3.5	11.7	-100.5	-13.5	-37.9	2.0	1.5	6.5	0.0
40	CC(=O)Nc1ccc2nc(NC(=O)c3ccc([N+](=O)[O-])o3)sc2c1	18.7	3.7	23.2	-100.0	21.3	-31.8	17.8	-18.2	-3.6	56.5*
41	C=CCOc1ccc(/C=C/C(=O)OCC(=O)NCCC2=CCCCC2)cc1	5.5	1.9	-6.0	9.8	7.1	-22.6	10.0	-0.5	10.6	-2.2
42	COc1ccc(C2COC(=O)C2=N)c(NC(=O)c2ccc(Cl)cc2)c1 (stereo unspecified)	13.9	-4.6	2.0	-19.3	27.3	3.4	30.0	-15.4	1.8	9.9
43	O=C(O)c1ccc(N2CCCCC2)cc1	-1.0	3.8	4.8	-10.1	0.3	-32.6	19.9	0.1	1.6	-0.6
44	Cc1ccc(NC(=O)c2cccc(S(=O)(=O)N3CCN(c4ccccc4)CC3)c2)nc1	5.4	.	8.9	-19.4	-1.2	.	22.9	0.6	.	.
45	CCn1c(-c2nonc2NC(=O)c2ccccc2)nc2ccccc21	2.0	3.7	5.6	52.4	8.9	-2.8	9.3	-0.2	.	1.1
46	COc1ccc(N2CC(C)Cn3c2nc2c3c(=O)n(CCc3ccccc3)c(=O)n2C)cc1 (stereo unspecified)	-24.4	.	1.8	-52.8	-25.9	.	-0.2	0.6	.	.
47	CC1CCN(CC(=O)c2c[nH]c3ccccc23)CC1	-0.3	0.4	-0.2	9.2	-12.9	-12.8	9.3	-0.9	-2.9	-2.5
48	O=C(NCCCN1CCCCCC1)c1cc2c(=O)oc3ccccc3c2s1	1.5	-1.2	2.2	-2.5	-3.0	-18.2	20.1	0.3	-0.2	-1.8
49	CC1=CC(c2ccc(Cl)cc2)n2nc(NC(=O)c3ccccc3)nc2N1 (stereo unspecified)	3.9	3.1	-1.5	-5.8	2.4	2.1	25.0	-0.1	-2.7	-5.2
50	Clc1cc(NC2CCCCC2)ncn1	-9.0	5.2	8.9	0.7	-30.7	-10.4	-0.9	-0.1	-0.9	-4.2
51	CC(=O)Nc1cc(-c2nn(C)c(=O)c3ccccc23)ccc1N1CCOCC1	4.1	14.2	7.2	15.4	5.0	9.6	9.7	0.5	3.5	2.4
52	O=C(O)c1cccnc1Nc1ccc(Cl)cc1	28.8	-3.4	14.9	-2.9	21.7	-11.3	-60.3	1.8	3.1	34.0*
53	COc1cccc(-c2c(C(=O)N/N=C/c3cccnc3)nnn2-c2nonc2N)c1	-1.2	2.4	10.4	-11.8	3.2	-24.3	12.2	0.3	-0.8	1.7
54	O=C(N/N=C/c1ccc[nH]1)c1cc2ccccc2cc1O	-4.4	7.8	-5.9	4.0	4.2	-17.4	37.0	-8.3	12.6	-4.0
55	CCOc1ccc(/C=N/NC(=O)C2(O)c3ccccc3-c3ccccc32)cc1	2.3	-2.6	-1.0	3.6	-9.6	8.0	8.4	-0.7	3.4	4.2
56	CCC(C)c1ccc(O)c(NC(=O)c2ncn[nH]2)c1 (stereo unspecified)	-5.6	-1.2	14.0	-28.8	5.9	-11.2	11.6	0.2	-0.3	0.8
57	CC(=O)c1cn(CCC(C)C)c(=O)[nH]c1=O	1.8	2.0	9.6	-3.0	-4.7	4.5	0.6	-0.1	-5.2	-3.2
58	Cc1cc(F)ccc1S(=O)(=O)N1CCCOC1CNC(=O)C(=O)NCc1ccccn1 (stereo unspecified)	-2.2	1.0	-2.6	-4.2	-7.8	-8.2	7.5	-0.3	-4.4	-1.7
59	Cc1ccccc1C(CC(=O)c1cccs1)C(C#N)C#N (stereo unspecified)	40.9	-2.9	-42.1	-50.3	?	-15.7	11.5	0.8	3.8	7.6

# No enrichment for hits; 5% or so of the library scored in one or more.
